# D1 antag: human D1 dopamine receptor antagonism; HEK293 TREx D1 cells, calcium flux, dopamine EC80; hits give low values; activity change, negative = inhibition, % at 10 µM; actives 3.2% (n = 360,000); AID 504652; in the data active = activity change below about -30%; also: % is scaled to controls: 0 for no effect and ±100 for the full control effect
# Target sequence (P21728 whole entry, looked up): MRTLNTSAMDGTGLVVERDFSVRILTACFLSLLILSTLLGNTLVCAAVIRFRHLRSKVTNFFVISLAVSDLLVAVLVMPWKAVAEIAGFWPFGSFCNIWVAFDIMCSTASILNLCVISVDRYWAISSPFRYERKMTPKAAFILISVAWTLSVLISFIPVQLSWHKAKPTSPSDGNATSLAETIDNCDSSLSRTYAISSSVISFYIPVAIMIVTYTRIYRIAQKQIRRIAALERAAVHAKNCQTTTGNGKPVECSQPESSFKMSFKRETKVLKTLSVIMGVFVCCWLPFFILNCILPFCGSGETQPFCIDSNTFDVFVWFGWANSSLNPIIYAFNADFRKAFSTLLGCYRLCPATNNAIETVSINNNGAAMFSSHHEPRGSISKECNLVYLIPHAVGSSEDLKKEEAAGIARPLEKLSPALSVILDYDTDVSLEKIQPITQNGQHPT
#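 Inducible Hek293 Trex D1 cells (tetracycline, overnight, 30 C). Calcium dye 30–90 min RT. Antagonist mode: EC80 dopamine added after 180 s compound read.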
# D2 agonist: D2 dopamine receptor (human) agonism. P14416. HEK293 T-REx D2 cells, calcium flux agonist mode. activation, % at 2 µM. actives 0.53% (n = 340,000). AID 485358;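 active = activation over 3 SD above normal in the single-dose calcium agonist read, cut at about 30% in these data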; also: 0% is about no effect
#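 Tetracycline-induced HEK293 T-REx cells with force-coupled D2 receptor, plated overnight at 30 C, loaded with no-wash calcium dye. After a 10 s baseline, compound was pin-added and calcium flux read kinetically for 180 s; calcium rises flagged agonists.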
# TRHR PAM: allosterically enhances the human TRH receptor. P34981. TRHR cells, fluo-8 calcium fluorescence, EC20 TRH enhancement. enhancement, % at 2 µM. actives 0.66% (n = 360,000). AID 493056; in the data active = enhancement above about 30%; also: 0% is about no effect
# Target sequence (P34981 whole entry, looked up): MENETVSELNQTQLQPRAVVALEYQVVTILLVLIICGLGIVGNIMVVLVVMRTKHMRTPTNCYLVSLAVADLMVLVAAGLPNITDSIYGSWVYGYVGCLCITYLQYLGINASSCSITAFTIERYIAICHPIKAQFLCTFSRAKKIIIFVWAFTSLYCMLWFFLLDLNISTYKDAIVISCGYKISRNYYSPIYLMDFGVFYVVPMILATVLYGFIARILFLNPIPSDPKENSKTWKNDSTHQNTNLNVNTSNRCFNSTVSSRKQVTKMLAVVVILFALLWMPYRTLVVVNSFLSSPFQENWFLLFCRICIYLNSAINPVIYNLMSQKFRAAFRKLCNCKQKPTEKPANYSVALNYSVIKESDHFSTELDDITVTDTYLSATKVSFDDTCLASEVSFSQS
#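 TRHR-expressing cells loaded with fluo-8 calcium dye were read kinetically (ex 480/em 530) during compound addition, then stimulated with an EC20 of TRH (10 nM final). Enhancement of the Gq-mediated intracellular calcium response was scored.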
# TRHR agonist: activates the human TRH receptor | P34981 | TRHR cells, calcium flux fluo-8, FDSS agonist mode | activation, % at 2 µM | actives 0.18% (n = 360,000) | AID 493084; also: 0% is about no effect
#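 Fluo-8-loaded TRHR cells; 10 s baseline, compound added, kinetic Ca2+ fluorescence read 1/s, agonist mode.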
# D1 potentiator: potentiators of human D1 dopamine receptor; AID 504651; HEK293 TREx D1 cells, calcium flux, dopamine EC20 potentiation; actives 0.036% (n = 360,000); potentiation, % at 10 µM; in the data active = potentiation above about 30%; also: 0% is about no effect
# RXFP1 antagonist: antagonists of human relaxin receptor RXFP1 | Q9HBX9 | HEK293-RXFP1, relaxin-stimulated cAMP HTRF, 30 min; hits give low values | activity change, negative = inhibition, % at 57.5 µM | actives 0.59% (n = 350,000) | AID 1259400;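 active = activity change of -60% or lower, but not beyond a set lower limit; inconclusive = change between -60% and -40%, or beyond the set limit; inactive = change above -40%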; also: % is scaled to controls: 0 for no effect and ±100 for the full control effect
# D2 antagonist: antagonizes the human D2 dopamine receptor; P14416; HEK293 TREx D2 cells, calcium flux, dopamine EC80; inhibition, % at 10 µM; actives 2% (n = 340,000); in the data active = inhibition above about 30%; also: 0% is about no effect
#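 Calcium mobilization kinetics were recorded at 1 s intervals in tetracycline-induced HEK293 T-REx D2 cells, first for 180 s after compound addition and then 180 s after EC80 dopamine.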
# D2 potentiator: positively modulates the human D2 dopamine receptor allosterically; P14416; actives 0.34% (n = 340,000); potentiation, % at 10 µM; HEK293 T-REx D2, calcium flux, EC20 dopamine potentiation;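 active = potentiation over 3 SD above the plate norm, cut at about 30% in these data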; also: 0% is about no effect
#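 Potentiation of an EC20 dopamine calcium response measured kinetically over 180 s, after a preceding 180 s compound-only read flagging agonists. Cells: inducible Hek293 Trex D2 line, 4000/well, cultured overnight at 30 C before dye loading.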
# D1 agonist: activates the human D1 dopamine receptor | AID 504660 | activation, % at 2 µM | HEK293 T-REx D1 cells, calcium flux, agonist mode | actives 1% (n = 360,000); also: 0% is about no effect
#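 Agonism was scored from calcium flux recorded over 180 s (1 read/s) after pintool compound addition, following a 10-cycle baseline. Cells were inducible force-coupled HEK293 TREx D1, plated overnight at 30 C and loaded with no-wash calcium dye.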
# * = called active by the depositor; ? = inconclusive; . = not tested or not shown. Rule as the data show it, unless noted: active = activation above about 30%; inactive = the rest. The order is random; 7.1% or so of the library scored in one or more.
SMILES,D1 antag,D2 agonist,TRHR PAM,TRHR agonist,D1 potentiator,RXFP1 antagonist,D2 antagonist,D2 potentiator,D1 agonist
CCC(=O)C1=C(c2ccc(F)cc2)N(C(=O)CC)n2c(nnc2-c2ccc(OC)cc2)S1,.,0.5,0,0.4,-2,-2,.,-4,1
CCn1c(CC(=O)Nc2ccc(OC)cc2)nnc1SCC(=O)N1CCOCC1,0,-0.7,0,0.0,-2,-7,-12,10,3
Cc1cccc(NC(=O)CCC2CCN(C(=O)C3CC=CCC3)CC2)c1 (stereo not drawn),-20,-1.0,-11,-0.6,-8,-5,1,3,9
O=C(Cc1c(C(=O)O)[nH]c2ccc(Cl)cc12)Nc1ccc2c(c1)OCCO2,3,-0.7,8,0.2,3,.,-5,1,-1
COc1ccc(Cl)cc1N1Cc2ccccc2C1,2,-0.4,5,0.1,-2,-12,-4,8,0
COc1ccc(NC(=O)CC2C(=O)N(c3cccc(OC)c3)C(=O)N2C2CCCCC2)cc1 (stereo not drawn),-4,-0.3,-3,0.3,-4,0,-24,-3,1
O=C1Nc2cc3c(cc2Sc2ccccc21)OCCO3,7,.,-6,0.3,1,-13,.,.,5
CCOc1ccc(/C=C2\C(=O)c3ccccc3OC2c2ccccc2)cc1 (stereo not drawn),4,1.0,-3,0.1,0,21,-4,2,3
Cc1[nH]c(=S)c(C#N)c(C)c1Cc1ccc(Cl)cc1Cl,-51*,-0.7,-1,0.4,-5,?,-6,-4,0
O=C(Nc1ccccc1Cl)c1cccc(COc2cc(Cl)ccc2Cl)c1,-3,1.3,2,1.4,1,-7,-7,-1,8
O=C(NCc1ccc(F)cc1)c1cc(-c2cccs2)on1,4,1.6,17,0.4,-6,4,-10,-24,2
Cc1cc(C)c(S(=O)(=O)N2CCCOC2CNC(=O)C(=O)NCCCn2ccnc2)c(C)c1 (stereo not drawn),24,0.4,1,0.1,-5,-12,-3,-3,3
CN(C)c1ccc(NC(=O)c2cccc(N3C(=O)C4C5C=CC(C5)C4C3=O)c2)cc1 (stereo not drawn),5,1.1,3,-0.5,0,-1,36*,18,2
Cc1nn(C(=O)Cn2ccc([N+](=O)[O-])n2)c(C)c1Br,15,-2.4,16,0.5,-4,15,12,31*,1
CCCCc1nc2ccccc2n2c(-c3ccc(OC)cc3)c3c(=O)n(C)c(=O)n(C)c3c12,1,.,-2,-0.7,1,-13,.,-2,1
Cc1ccccc1SCC(=O)OCC(=O)N(C)c1c(N)n(Cc2ccccc2)c(=O)[nH]c1=O,0,1.8,-4,-0.1,-4,-6,8,8,7
CS(=O)(=O)Oc1ccccc1/C=C1/N=C(c2ccc(F)cc2)OC1=O,6,1.2,0,-0.2,2,3,-7,-6,2
COCC(=O)N1CCC(Oc2ccc(C(=O)NCc3csc(C(C)C)n3)cc2)CC1,8,0.1,-4,-0.5,0,-1,17,2,0
COc1ccc(N(CC(=O)NC2CC3CCC2C3)S(=O)(=O)c2ccc(C)c([N+](=O)[O-])c2)cc1 (stereo not drawn),-10,-1.0,13,-0.1,-6,-8,-35,-4,2
CC(C)(CNC(=O)c1cccc(NS(=O)(=O)c2ccc(Br)cc2)c1)N1CCOCC1,7,.,7,-0.2,-1,-7,.,.,0

# D2 antagonist: hit marks shown above
Compound	D1 antag	TRHR PAM	TRHR agonist	D1 potentiator	RXFP1 antagonist	D2 antagonist	D2 potentiator	D1 agonist
CN(C)c1ccc(NC(=O)c2cccc(N3C(=O)C4C5C=CC(C5)C4C3=O)c2)cc1 (stereo not drawn)	5	3	-0.5	0	-1	36*	18	2

# Carrying on.
SMILES,D1 antag,D2 agonist,TRHR PAM,TRHR agonist,D1 potentiator,RXFP1 antagonist,D2 antagonist,D2 potentiator,D1 agonist
O=C1CC(N2CCC(c3nc4ccccc4[nH]3)CC2)C(=O)N1c1ccccc1F (stereo not drawn),.,-0.5,-3,-0.4,-7,0,6,-1,0
Nc1ccccc1Nc1cc(-c2ccccc2)nn1-c1cccc(Cl)c1,5,5.1,-3,14,-7,-15,-13,2,-1
CN(C)Cc1c(C(=O)N/N=C/c2cccc(OCc3ccc(F)cc3)c2)nnn1-c1nonc1N,-14,-0.1,-4,0.4,-7,5,-5,-8,4
COc1ccc(NC(=O)/C(C#N)=C/c2ncc([N+](=O)[O-])n2C)c(OC)c1,-3,0.8,1,-0.6,2,-5,5,-2,4
CC(Sc1nnc(-c2cccnc2)n1N)C(=O)Nc1ccc2c(c1)OCCO2 (stereo not drawn),0,-0.8,3,0.0,1,-18,7,2,4
CN(CCOc1ccc(Cl)cc1)C(=O)c1ccccc1SCC(=O)N1CCCC1,19,0.2,-11,0.0,-6,-19,14,2,11
COc1cc(C(=O)O/N=C2\C=CC(=O)C(C)=C2)cc(OC)c1OC,2,0.7,-8,7.1,-4,6,-1,-4,1
CCC(=O)N1CCc2cc(CNC(=O)Cc3ccc(F)cc3)ccc21,3,-0.3,1,-0.1,0,0,.,7,0
COc1ccc(CNC(=S)Nc2ccccc2Cl)cc1,-4,0.5,-4,0.0,1,4,-10,24,4
Cn1nnnc1SCC(=O)NC1CCCC1,15,0.4,2,0.9,-4,-27,-3,-4,5
COc1cccc(CC(NC(C)=O)C(=O)NC2CCN(c3nc(C)cc(C)c3C#N)CC2)c1OC (stereo not drawn),0,-0.1,2,0.0,-2,-3,8,3,1
Nc1nnc(/C=C/c2ccccc2Cl)s1,-14,-0.1,2,-0.2,2,-2,-9,7,2
COc1ccc(C2C(C(=O)c3cc4cccc(OC)c4o3)=C(O)C(=O)N2CCCN(C)C)cc1OC (stereo not drawn),1,0.5,-4,0.6,-1,.,1,-4,1
CC(C)(C)c1cc(/C=N/NC(=O)C[n+]2ccccc2)cc(C(C)(C)C)c1O,-8,0.0,-2,0.2,1,-7,1,9,0
Cc1ccccc1-c1noc(-c2nnn(-c3ccccc3C)c2N)n1,2,0.5,12,-0.3,-4,-1,.,-3,0
O=C(NCc1ccc(F)cc1)C1CCCN(S(=O)(=O)c2cccc3nonc23)C1 (stereo not drawn),1,0.6,-4,-1.2,-3,10,13,-3,1
CC(=O)N1c2ccccc2[C@H](C)[C@H]1C,.,-0.1,-2,-0.3,-4,.,-2,-3,2
Cc1ccnn1Cc1cc(C(=O)O)c2ccccc2n1,14,-0.3,7,0.3,9,-8,3,4,3
c1ccc(-c2csc3ncnc(NCCN4CCOCC4)c23)cc1,10,0.5,1,0.0,8,4,-3,10,4
CCOC(=O)CSc1nnc(CNC(=O)c2ccco2)n1-c1ccc(F)cc1,-4,-0.9,3,-0.8,-4,-3,-2,0,4
Cn1c(C(=O)NCC2CCCO2)cc2oc3ccccc3c21 (stereo not drawn),-11,5.1,3,-0.4,-2,-10,9,-6,2
CCc1nc2ccccc2n1Cc1ccc(F)cc1,5,-1.8,-1,-0.3,-3,4,5,1,3
CC(=O)COc1ccc2c3c(c(=O)oc2c1C)CCCCC3,-5,-0.2,-9,-0.2,-3,-4,8,6,10
Cc1c(CC(=O)NCCCCCC(=O)O)c(=O)oc2cc3c(cc12)CCC(C)(C)O3,3,-0.1,1,0.7,4,-5,-6,-4,3
CN(C)CCn1c2c(c(SCC(=O)Nc3nccs3)nc1=O)CCCC2,-1,0.0,1,0.6,-2,-12,-8,2,1
O=C(CSc1ncc(CO)n1Cc1ccc(F)cc1)NCc1ccco1,-3,1.1,-2,0.1,-1,.,.,.,2
COc1ccc(C(=O)CC2(O)C(=O)N(Cc3ccccc3)c3ccc(Br)cc32)cc1 (stereo not drawn),9,3.7,-2,0.6,0,-22,.,-9,1
O=C(NNC(=S)NC1CC2C=CC1C2)c1ccncc1 (stereo not drawn),-24,-0.8,6,-1.1,-3,3,-8,-16,0
COc1cc(NC(=O)c2cc(-c3ccco3)on2)cc(OC)c1OC,3,-2.0,-10,-0.3,6,2,33*,-19,0
CCOC(=O)c1c(NC(=O)CN2CCN(C)CC2)sc(C(=O)Nc2ccccc2)c1C,4,0.7,7,0.7,4,-21,-12,5,10
CCOC(=O)CSc1nnc(-c2ccc(S(=O)(=O)N3CCC(C)CC3)cc2)o1,6,-0.1,-9,-0.2,3,-12,17,-13,0
O=C(NC1CC1)c1ccc(NS(=O)(=O)c2ccc(F)cc2)cc1,13,0.6,-4,0.2,-6,9,21,13,-2
Cc1ccc(NC(=O)C(Cc2ccccc2)N2C(=O)C3C4CCC(C4)C3C2=O)cc1Cl (stereo not drawn),-1,.,10,4.6,12,-12,.,.,2
Cc1cc(C(=O)NNC(=S)NCC(C)C)cs1,12,-1.2,-4,-0.7,6,29,-12,-8,4
Cc1ccc(Nc2c(-c3ccc(N4CCOCC4)cc3)nc3ccc(C)cn23)cc1,4,-0.5,9,-0.1,4,.,.,18,-2
O=C(CSc1nc2ncc(Cl)cc2[nH]1)NCC(=O)Nc1ccc(F)c(F)c1F,1,0.3,-5,0.4,-5,11,-13,4,1
COc1ccc(C(=O)OCC(=O)NC2CC2)cc1S(=O)(=O)Nc1ccc(C)cc1,-6,-0.2,0,-0.1,.,-3,22,-28,7
Cc1ccc(NC(=O)C2CC(=O)n3c(nc4ccccc43)N2)cc1 (stereo not drawn),-4,0.5,13,0.1,0,13,-16,-3,2
CCOc1ccc(NC(=O)CN(C)S(=O)(=O)c2ccc3c(c2)CCC(=O)N3)cc1,-24,.,4,-0.2,-2,-4,.,.,3
Cc1ccc(S(=O)(=O)CCN2CCN(c3ccccc3)CC2)cc1,-1,8.5,0,-1.3,0,-6,30*,-16,-3

# 3 entries from above, ordered by SMILES length, smallest number first.
SMILES,D1 antag,D2 agonist,TRHR PAM,TRHR agonist,D1 potentiator,RXFP1 antagonist,D2 antagonist,D2 potentiator,D1 agonist
Cc1ccc(NC(=O)C2CC(=O)n3c(nc4ccccc43)N2)cc1 (stereo not drawn),-4,0.5,13,0.1,0,13,-16,-3,2
Cc1ccc(Nc2c(-c3ccc(N4CCOCC4)cc3)nc3ccc(C)cn23)cc1,4,-0.5,9,-0.1,4,.,.,18,-2
O=C(CSc1nc2ncc(Cl)cc2[nH]1)NCC(=O)Nc1ccc(F)c(F)c1F,1,0.3,-5,0.4,-5,11,-13,4,1

# Later entries
SMILES,D1 antag,D2 agonist,TRHR PAM,TRHR agonist,D1 potentiator,RXFP1 antagonist,D2 antagonist,D2 potentiator,D1 agonist
S=C(NCCCn1ccnc1)NC1CCCCC1,6,1.2,5,0.0,2,-3,0,14,3
Cc1ccc(S(=O)(=O)NCCc2nnc3ccc(SCc4cccc(F)c4)nn23)cc1,6,-0.1,2,0.0,0,-26,.,3,0
O=[S+]([O-])(c1c(F)cccc1F)N1CCN([S+](=O)([O-])c2csc3ccccc23)CC1,-21,.,-2,1.5,-4,.,.,.,6
CNc1nc(C(=O)O)nc(N2CCOCC2)n1,4,0.1,-4,0.7,-8,2,3,1,2
CC(=O)N1CCN(C(=O)Nc2cccc(C(F)(F)F)c2)CC1,2,-1.2,1,0.7,0,-4,-5,-14,3
